GAA glycogen = inhibitors or activators of human alpha-glucosidase glycogen cleavage; Potency, µM (top dose mostly 76.4 µM), for inactives: top-dose activity change, negative = inhibition, actives largely listed as inhibitors; P10253; 300,000 compounds, 0.38% hits; recombinant GAA, glycogen substrate, Amplex Red glucose oxidase fluorescence; active = well fitted inhibition curve with a large enough effect; inconclusive = small, poorly fitted or top-dose-only effect, or another doubt; inactive = no such curve, though single readings can be large or run the other way;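 note: 0% = full enzyme reaction and -100% = no-enzyme basal signal; the screen sought inhibitors and activators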
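Natural-substrate format: glycogen cleavage by 4 nM human enzyme, glucose read by Amplex Red coupling (Ex 573, Em 610 nm). Normalized to enzyme and no-enzyme controls.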
The depositor's hits bear a star; u = inconclusive; & = joins results of further samples; [ ] = another dose, or the depositor's remark. Potency is the fitted concentration of half-maximal effect. An excerpt (hit frequency here may not be typical).

SMILES	GAA glycogen
CC(C)c1ccc(NC(=O)CCCC(=O)NCCc2ccccc2)cc1	4%[76.3 µM]
Cc1ccc(S(=O)(=O)n2nc(OC(=O)c3cccc(F)c3)cc2N)cc1	-20%
O=C(N/N=C\c1cc2c(cc1Cl)OCO2)c1cccs1	-5%[76.3 µM]
COc1ccccc1C1NC(=O)c2ccccc2O1 (stereo not drawn)	-12%[76.3 µM]
Cn1nnnc1SCCNCc1ccc(OCc2ccccc2Cl)cc1	0%[76.3 µM]
Cc1c(C(=O)N2CCN(c3ccccc3)CC2)sc2ncnc(N3CCN(c4ccccn4)CC3)c12	-2%[76.3 µM]
COc1ccc(CN2CCc3ccc(NC(=O)c4ccncc4)cc3C2)c(F)c1	0%[76.3 µM]
CCC[C@@H](CN[C@@H](CNC)C(C)C)NCCCCc1ccccc1	3%[76.3 µM]
Cc1cccc(N(CC(=O)Nc2ccccc2C(F)(F)F)S(=O)(=O)c2ccccc2)c1C	-9%[76.3 µM]
COc1ccc(-n2c(SCC(N)=O)nnc2-c2ccco2)cc1	8%[76.3 µM]
O=C(NC1CCCCC1)c1cc2c(Cl)nc3ccccc3c2s1	17%[76.3 µM]
COc1ccc(C(=O)NNC(=O)CSc2nnnn2-c2cc(OC)cc(OC)c2)cc1	5%
Cc1ccccc1CS(=O)(=O)c1cn(CC(=O)N2CCOCC2)c2ccccc12	2%[76.3 µM]
O=C(Nc1cccc(F)c1)NC1CCCCCCC1	-1%[76.3 µM]
Cc1ccccc1OCCOC(=O)c1c(-c2ccccc2)noc1C	2%
COc1cccc(C2CNC3(CCCC(C)C3)c3[nH]c4ccccc4c32)c1OC (stereo not drawn)	-4%
COc1ccc(C(=O)N[C@H](C(=O)NCc2ccccc2)C(C)C)cc1	-7%
COC(=O)c1cn(S(=O)(=O)c2ccccc2)c2ccccc12	-5%
CC(C)n1c(CN(C)Cc2ccccc2)nc2c1c(=O)n(C)c(=O)n2C	0%
COc1ccc(C(=O)C2CCCN(C(=O)c3csc(C(C)=O)c3)C2)c(C)c1 (stereo not drawn)	-20%[76.3 µM]
Cc1cc(C)c(C#N)c(N2CCN(c3ccccc3)CC2)n1	2%
O=C(CN1CCCCC1)N1CCN(c2ccccc2)CC1	1%
COC(=O)CNC(=O)c1cn(-c2ccc(C)c(C)c2)c(=O)c2ccccc12	5%
O=C(NC1CCN(c2ncccn2)CC1)c1ccccc1Cl	7%
CN1CCN(S(=O)(=O)c2ccc(Cl)c3ccccc23)CC1	0%[76.3 µM]
CCOc1ccc(NC(c2ccccc2)P(=O)(OC)OC)cc1 (stereo not drawn)	u
C/C(=C\c1ccc(Br)cc1)C(=O)c1c(C)cc(C)[nH]c1=O	-4%[76.3 µM]
COCC(C)NC(=O)c1cnn2c(C(F)F)cc(-c3ccccc3)nc12 (stereo not drawn)	23%[76.3 µM]
COC(=O)Cn1cnc2c(cnn2-c2ccc(C)cc2)c1=O	-1%
O=C(Nc1ccccc1F)C1CCN(S(=O)(=O)c2cccnc2)CC1	-13%[76.3 µM]
C/C(=N/NS(=O)(=O)c1ccc(C)cc1)c1ccc2c(c1)OCO2	-9%[76.3 µM]
Cc1ccc(/C=N/NC(=O)c2c(-c3ccccc3)noc2C)c(O)c1	-6%[76.3 µM]
COc1ccc(CCC(C)NC2CCCCCCC2)cc1 (stereo not drawn)	1%[76.3 µM]
Cc1ccc(-n2c(=O)c3c4c(sc3n(Cc3ccccc3C)c2=O)CCC4)cc1C	-7%[76.3 µM]
Cc1ccc(NC(=O)CN2CCOCC2)cc1C	0%[76.3 µM]
CCN1CCN(CCCNC(=O)Cn2nc(C)n3c(cc4cc(C)ccc43)c2=O)CC1	14%[76.3 µM]
CCCCNC(=O)CCCn1c(=O)c2ccccc2n(Cc2c(C)cc(C)cc2C)c1=O	5%[76.3 µM]
COc1ccc(C2=NS(=O)(=O)N(C)C(C(=O)NC(C)c3ccccc3)=C2)cc1 (stereo not drawn)	-10%[76.3 µM]
Cc1ccc(S(=O)(=O)NCc2nc(-c3ccccc3)no2)cc1	0%[76.3 µM]
Cc1ccc2c(c1)N(C(=O)CCC(=O)N1CCN(c3cccc(C)c3C)CC1)CCO2	-21%[76.3 µM]
CSCCC(NC(=O)c1ccccc1)C(=O)N1CCN(C(c2ccccc2)c2ccccc2)CC1 (stereo not drawn)	-11%[76.3 µM]
Cc1ccc(S(=O)(=O)n2nc(-c3ccco3)nc2NCc2ccc(N(C)C)cc2)cc1	-7%[76.3 µM]
COc1ccc(-c2nc(CS(=O)CC(=O)NCc3ccc(F)cc3)c(C)o2)cc1 (stereo not drawn)	11%[76.3 µM]
CCC(Oc1ccccc1F)C(=O)Nc1c(C(=O)c2ccccc2)oc2ccccc12 (stereo not drawn)	-7%[76.3 µM]
O=C(O)c1cccc(S(=O)(=O)N(Cc2ccccc2)c2ccc(Cl)cc2)c1	3%
CN(C(=O)CC(NC(=O)c1ccccc1Cl)c1ccccc1)c1ccccc1 (stereo not drawn)	0%[76.3 µM]
CCCOc1ccc(-c2nc(N3CCN(C)CC3)c3ccccc3n2)cc1	0%
O=C(NCc1ccc2c(c1)OCO2)C1CC(=O)N(CCc2ccc(Cl)cc2)C1 (stereo not drawn)	-5%[76.3 µM]
COC(=O)c1[nH]c2c(c1C)C(=O)CC(c1ccc(OC)cc1)C2 (stereo not drawn)	2%
Cc1c(-c2ccc(OCc3ccccc3)cc2)nc2ccccc2c1C(=O)O	7%
CCOc1ccc(-n2c(=S)sc3c(=O)n(-c4ccc(F)cc4)c(SCC(=O)O)nc32)cc1	4%
COc1cccc(CNC(=O)CN2C(=O)CSc3ccc(S(=O)(=O)N4CCCCC4)cc32)c1	1%[76.3 µM]
CCC(C)NC(=O)c1nn(-c2ccc(C)cc2)nc1CO (stereo not drawn)	-4%[76.3 µM]
O=C(Nc1ccc(S(=O)(=O)N2CCOCC2)cc1)c1cccc(Br)c1	-10%[76.3 µM]
Cn1c(CNC(=O)C(Cc2ccccc2)NC(=O)c2ccccc2F)cc(=O)n(C)c1=O (stereo not drawn)	1%[76.3 µM]
COc1ccc(-n2c(=O)c3c(C)c(C)sc3n(CC(=O)NCc3ccc(C)cc3)c2=O)c(OC)c1	7%[76.3 µM]
COc1ccc(CNC(=O)c2c(O)nc3cc(C)ccn3c2=O)cc1	-7%[76.3 µM]
Cc1nc2ccccc2nc1Nc1cccc(Cl)c1	1%
CCN(CCCNC(=O)CSc1cc(=O)n(C)c2ccccc12)c1ccccc1	-11%[76.3 µM]
Cc1[nH]c(=O)c(C#N)c(C)c1CCC(=O)NCc1ccc(Cl)cc1	0%

More records:
SMILES	GAA glycogen
Clc1ccccc1CN1CCN(c2ncccn2)CC1	-1%[76.3 µM]
Oc1ccc(N=Nc2ccccc2)o1	1%
O=C(CCCn1c(=O)c2sccc2n(Cc2c(F)cccc2Cl)c1=O)NCc1ccccc1	-4%[76.3 µM]
CN(CC(=O)Nc1ccccc1Br)C(=O)c1cccnc1Nc1cccc(C(F)(F)F)c1	-8%[76.3 µM]
CCOc1ccccc1NC(=O)NNC(=O)c1ccc2ccccc2c1	-23%[76.3 µM]
Cc1ccc(C(=O)N2N=C(c3ccccc3O)CC2c2ccccc2)cc1 (stereo not drawn)	0%
Cc1nc(SCC(=O)Nc2ccccc2C)cc(-c2ccccc2)n1	14%[76.3 µM]
Cn1c(=O)c2sccc2n2c(CCCC(=O)NCCc3ccc(S(N)(=O)=O)cc3)nnc12	7%[76.3 µM]
O=C(CN(Cc1ccc(F)cc1)C(=O)CNS(=O)(=O)c1ccc(F)cc1)NCC1CCCO1 (stereo not drawn)	6%
NNC(=O)c1oc2nc(-c3ccc(Cl)cc3)cc(-c3ccccc3)c2c1N	-4%
Cc1ccc(-n2nc(C(=O)Nc3ccc(F)cc3F)c3c4ccccc4n(C)c3c2=O)cc1	11%[76.3 µM]
Cc1cccc(/C=N/NC(=O)c2ccc(NC(=O)c3ccc(Cl)cc3)cc2)n1	0%[76.3 µM]
Cc1ccccc1NC(=O)CSc1nc(-c2ccccc2)cc(=O)[nH]1	17%[76.3 µM]
CCOc1ccccc1NC(=O)CN1C(=O)CC(c2ccco2)Sc2ccccc21 (stereo not drawn)	6%[76.3 µM]
Cc1ccc(NC(=O)Nc2c(C)[nH]c(=O)[nH]c2=O)cc1Cl	-12%

Reprinted at random: three compounds from above, in no set order.
SMILES	GAA glycogen
CCOc1ccccc1NC(=O)NNC(=O)c1ccc2ccccc2c1	-23%[76.3 µM]
Cc1cccc(/C=N/NC(=O)c2ccc(NC(=O)c3ccc(Cl)cc3)cc2)n1	0%[76.3 µM]
Clc1ccccc1CN1CCN(c2ncccn2)CC1	-1%[76.3 µM]

Exported as labelled records: entries from further up.
smiles: CCN(CCCNC(=O)CSc1cc(=O)n(C)c2ccccc12)c1ccccc1
  GAA glycogen = -11%[76.3 µM]
smiles: Cc1[nH]c(=O)c(C#N)c(C)c1CCC(=O)NCc1ccc(Cl)cc1
  GAA glycogen = 0%

Later entries
SMILES	GAA glycogen
COc1ccccc1N1CCN(C(=O)c2sc3nc(C)nc(N4CCN(c5ccccn5)CC4)c3c2C)CC1	-12%[76.3 µM]
COc1ccc(-c2nc(NCCCN(C)C)c3ccccc3n2)cc1	-13%[76.3 µM]
CS(=O)(=O)N1CCc2cc(C(=O)N3CCN(c4ccccc4)CC3)ccc21	-1%&8%[76.3 µM]
O=C(COc1ccc(Cl)cc1Cl)Nc1cccc2cccnc12	-20%[76.3 µM]
COc1cc(OC)c(NC(=O)N2CCSc3ccccc32)cc1Cl	-26%[76.3 µM]
CCCCNC(=O)N1CCc2[nH]c3ccccc3c2C1	9%
c1ccc2c(Cn3ccnc3)cccc2c1	-3%[76.3 µM]
CCC(=O)N1CCc2cc(OC)c(OC)cc2C1COc1ccc2c(C)cc(=O)oc2c1 (stereo not drawn)	-7%[76.3 µM]
COc1cccc(C(=O)N(Cc2ccc(C)o2)C2CCS(=O)(=O)C2)c1 (stereo not drawn)	4%[76.3 µM]
CCCOC(=O)c1c(NC(=O)c2nc3ncccn3n2)sc(C(=O)OCC)c1C	-8%[76.3 µM]
Cc1ccc(N2CCC(N3CCN(C)C(CCO)C3)CC2)cc1 (stereo not drawn)	3%[76.3 µM]
CC(=O)Nc1ccc(C(=O)NNC(=O)C2CC2)cc1	0%[76.3 µM]
COc1ccc(N2CCN(CCNC(=O)Nc3ccc([N+](=O)[O-])cc3OC)CC2)cc1	-2%
O=C(COCc1cc(-c2cccs2)on1)N1CCN(c2ccc(F)cc2)CC1	10%[76.3 µM]
Cc1ccc(OC(=O)c2cncc(Br)c2)c(C)c1	10%[76.3 µM]

A draw from above in order of count of non-hydrogen atoms, smallest number first.
SMILES	GAA glycogen
Cc1ccc(NC(=O)Nc2c(C)[nH]c(=O)[nH]c2=O)cc1Cl	-12%
Cc1ccc(S(=O)(=O)NCc2nc(-c3ccccc3)no2)cc1	0%[76.3 µM]
COc1ccc(CNC(=O)c2c(O)nc3cc(C)ccn3c2=O)cc1	-7%[76.3 µM]
COCC(C)NC(=O)c1cnn2c(C(F)F)cc(-c3ccccc3)nc12 (stereo not drawn)	23%[76.3 µM]
CS(=O)(=O)N1CCc2cc(C(=O)N3CCN(c4ccccc4)CC3)ccc21	-1%&8%[76.3 µM]
O=C(COCc1cc(-c2cccs2)on1)N1CCN(c2ccc(F)cc2)CC1	10%[76.3 µM]
COc1ccc(-n2c(=O)c3c(C)c(C)sc3n(CC(=O)NCc3ccc(C)cc3)c2=O)c(OC)c1	7%[76.3 µM]

(next part)
SMILES	GAA glycogen
CC(=O)c1ccc(N(CC(=O)NCCc2ccccc2)C(=O)c2csnn2)cc1	0%[76.3 µM]
Cc1c(C(N)=O)nnn1-c1ccc(Br)cc1	11%[76.3 µM]
CCOc1ccc(S(=O)(=O)n2ccnc2C)cc1	10%[76.3 µM]
COc1ccccc1N1CCN(C(=O)Cn2cnc3sc(C)c(S(=O)(=O)N4CCC(C)CC4)c3c2=O)CC1	16%[76.3 µM]
Cc1nc2sc(C(=O)NCc3ccc(Cl)cc3)c(NC(=O)c3ccccc3)c2c(C)c1C	11%[76.3 µM]
CCCCC12CN3CC(C)(CN(C1)C3c1c(C)[nH]c(=O)[nH]c1=O)C2=O (stereo not drawn)	12%[76.3 µM]
COc1ccc(C(=O)N/N=C/c2c[nH]c3ccccc23)cc1	8%[76.3 µM]
CCc1nccn1S(=O)(=O)c1ccccc1[N+](=O)[O-]	-4%[76.3 µM]
CN1C(=O)C(C)(C)c2cc(S(=O)(=O)N3CCCC(C(=O)NCc4ccc(F)cc4)C3)ccc21 (stereo not drawn)	16%[76.3 µM]
COc1cccc(C2CC(c3ccc(C)cc3)=NN2C(=O)c2ccccc2F)c1OC (stereo not drawn)	-5%
O=C(Oc1ccccc1C(=S)N1CCOCC1)c1cccc([N+](=O)[O-])c1	4%
CC(C)CCNC(=O)CCCN1C(=O)c2ccccc2Sc2ncccc21	u
Cc1ccc(-n2c(C)nnc2SCC(=O)NC2CCCC2)cc1	1%[76.3 µM]
CCCOc1ccc(-c2nonc2NC(=O)c2cc(OC)c(OC)c(OC)c2)cc1OCCC	-3%[76.3 µM]
CC(C)(C)C(CN1CCCC1)OC(=O)c1ccccc1 (stereo not drawn)	10%
O=C(O)COc1ccccc1/C=N/NC(=O)c1ccc2c(c1)OCCO2	-4%[76.3 µM]
COc1ccc(C2=NN(C(=O)CCC(=O)O)C(c3ccc(OC)c(OC)c3)C2)cc1 (stereo not drawn)	5%[76.3 µM]
O=C(CCN1C(=O)/C(=C/c2ccccc2Cl)SC1=S)Nc1ccccn1	-6%[76.3 µM]
CN(CC(=O)O/N=C(\N)c1ccc(Br)cc1)S(=O)(=O)c1ccccc1	-10%[76.3 µM]
O=S(=O)(Nc1ccccn1)c1cc(Cl)ccc1Cl	-3%
COc1ccc(N2CCN(S(=O)(=O)c3c(C)nc4sc(C)cn4c3=O)CC2)cc1	-6%[76.3 µM]
COc1ccc(Cl)cc1S(=O)(=O)Nc1noc2ccccc12	-1%
COc1ccc(OC)c(CCNC(=O)CCCC(=O)n2ncc3cc(C)ccc32)c1	-7%[76.3 µM]

Assay outcomes: PubChem BioAssay, National Center for Advancing Translational Sciences (NCATS)
